Source: PubChem (Broad Institute)
DENV2 CPE: DENV2-induced cell death inhibition. DENV2-infected cells, cytopathic effect rescue, plate reader. CPE inhibition, % at 9.99 µM. 1.7% of 350,000 active; in the data active = CPE inhibition above about 20%, passing the limit was not always enough; inconclusive = no clear call, values can overlap the other calls; tested in BHK-21 cells;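 note: 0% = median of neutral control wells and 100% = median of positive control wells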
LGR2 antag: Drosophila LGR2 receptor signaling inhibition. HEK293 LGR2, CRE-luciferase, bursicon-stimulated, 4 h. inhibition, % at 9.99 µM. 0.35% of 380,000 active;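 active = drop in luminescence signal, shown as inhibition above about 50% in the replicate tests, limit read from the data, passing the limit was not always enough; inconclusive = probably only some replicates passing the limit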;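 note: agonist challenge used bursicon conditioned medium at about half maximal strength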
CASP6 VEID inh: inhibitors of human caspase-6 | P55212 | purified caspase-6, Z-VEID-R110 cleavage fluorescence | inhibition, % at 12.5 µM | 0.53% of 350,000 active;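 active = mean inhibition across replicates at least about 35%, with every replicate also reaching that limit, limit read from the data; inconclusive = only one of the two criteria met; inactive = neither criterion met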;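 note: 0% = median of neutral control wells and 100% = no fluorescence left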
Target sequence (P55212 24-179 limits assumed): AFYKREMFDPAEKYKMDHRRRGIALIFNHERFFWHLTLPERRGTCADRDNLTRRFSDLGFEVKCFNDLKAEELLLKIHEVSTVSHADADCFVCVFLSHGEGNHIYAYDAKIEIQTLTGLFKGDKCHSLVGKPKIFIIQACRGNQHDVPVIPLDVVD
Target sequence (P55212 194-293 limits assumed): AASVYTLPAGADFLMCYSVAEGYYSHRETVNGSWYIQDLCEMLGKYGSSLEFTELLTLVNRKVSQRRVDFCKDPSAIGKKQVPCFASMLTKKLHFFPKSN
PAX8 reporter: inhibitors of PAX8 transcriptional activity in RMG-I cells; RMG-I TPO-luciferase reporter, SteadyGlo, 24 h; inhibition, % at 12.6 µM; 1.2% of 360,000 active; AID 652154;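 active = mean replicate inhibition at least 60% with every replicate also reaching 60%; inconclusive = only one of the two criteria is met; inactive = mean below 60% and not all replicates reaching 60%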;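 note: luciferase light reporting Pax8 driven TPO promoter activity; plate controls were median of neutral control wells for no effect and mitoxantrone controls for full effect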
ARNT TACC3 PPI: disrupts binding between human ARNT and TACC3 | AlphaScreen His-ARNT PAS-B/GST-TACC3 binding, luminescence; TACC3 fragment carries E629A point mutation | inhibition, % at 9.99 µM | 0.66% of 390,000 active;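 active = mean inhibition of replicates at least 50% and at least half of replicates each reaching 50%; inconclusive = half or more replicates reach 50% but mean below 50%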;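 note: 0% = complete ARNT plus TACC3 wells and 100% = ARNT alone without TACC3; many hits fall short of the cut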
SIRT5 inh: inhibitors of human sirtuin-5 desuccinylase. Q9NXA8. Purified SirT5, succinyl-peptide AMC, trypsin-coupled fluorescence. inhibition, % at 15 µM. 1.1% of 330,000 active. AID 652115; in the data active = inhibition above about 15%; inconclusive = no clear call, values can overlap the other calls
Target sequence (Q9NXA8 whole entry, looked up): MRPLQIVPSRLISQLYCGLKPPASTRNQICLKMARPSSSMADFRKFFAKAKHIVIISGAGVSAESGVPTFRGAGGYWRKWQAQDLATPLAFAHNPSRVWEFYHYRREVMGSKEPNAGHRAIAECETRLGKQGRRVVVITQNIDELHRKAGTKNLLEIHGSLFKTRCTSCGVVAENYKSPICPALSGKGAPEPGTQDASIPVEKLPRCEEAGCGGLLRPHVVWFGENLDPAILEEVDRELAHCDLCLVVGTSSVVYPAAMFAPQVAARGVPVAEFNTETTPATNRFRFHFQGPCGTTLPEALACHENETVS
EWS-Fli block: EWS/Fli transcriptional activity inhibition; inhibition, % at 12.6 µM; 0.67% of 350,000 active; A673 NR0B1-luciferase reporter, viability-normalised;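 active = mean inhibition of at least 50% after viability correction, with every replicate also passing that limit; inconclusive = mean reaches 50% but only one of two replicates passes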;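 note: firefly luciferase signal divided by Alamar Blue viability fluorescence both relative to DMSO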
An asterisk follows results filed as active; u = inconclusive; x = not tested or not shown; & = joins results of further samples.

SMILES	DENV2 CPE	LGR2 antag	CASP6 VEID inh	PAX8 reporter	ARNT TACC3 PPI	SIRT5 inh	EWS-Fli block
Cc1ccc(C)c(-n2c(SCC(=O)Nc3nonc3C)nnc2-c2ccoc2C)c1	x	-6	2	x	x	-4	x
COc1ccc(CNC(=O)CCSCc2cccc(Cl)c2)c(OC)c1	8	x	4	-19	-5	-1	7
CC(C)CNC(=O)[C@@]1(C)c2ccccc2C(=O)N(Cc2ccccc2)[C@H]1c1ccc(CO)cc1	-5	x	3	1	-4	-2	-9
COCOCCn1cc(CN2CCS(=O)(=O)N(Cc3ccc(-c4ccccc4)cc3)C(CC(C)C)C2=O)nn1 (configuration not stated)	-1	12	2	11	x	-1	12
Cc1ccc(Nc2cc(C)nc3ncnn23)c(C)c1	1	-5	-2	13	11	-3	6
C[C@H]1CN([C@@H](C)CO)C(=O)c2cc(NC(=O)C3CC3)ccc2O[C@H]1CN(C)Cc1ccc(Cl)c(Cl)c1	-4	-13	3	x	3	7	-6
CCn1cc(C(=O)OCC(=O)Nc2c(C)cccc2C)c(=O)c2ccc(C)nc21	-2	4	-1	9	-2	-1	0
CCC1C(=O)CC(c2ccccc2)NC1c1ccccc1 (configuration not stated)	6	9	0	-14	-10	1	7
CCOC(=O)C1CCN(C(=O)Cn2nc(C)c3c(C)n(-c4ccccc4)nc3c2=O)CC1	-7	2	-1	1	-7	1	x
COc1ccc(S(=O)(=O)Nc2ccc3c(c2)CC(=O)N([C@H](C)CO)C[C@@H](C)[C@H](CN(C)Cc2ccc(C(F)(F)F)cc2)O3)cc1	18	16	0	-25	-4	15	-9
CCNC(=O)N1c2ccccc2Sc2ccccc21	1	3	0	18	x	-3	14
O=C(CCNc1ccc(F)cc1)c1cc2ccccc2o1	4	-29	10	18	-3	-4	11
Cc1cc(C)c(S(=O)(=O)NCc2csc(C)n2)c(C)c1	-4	7	-3	10	4	1	-3
N#Cc1cnn2ccn(C3OC(CO)C(O)C3O)c12 (configuration not stated)	5	-6	-1	-6	2	-1	2
O=C(NCCN1CCOCC1)c1cc(Br)ccc1Cl	12	13	0	-8	-4	1	4
O=C(NCCc1ccc(Cl)cc1)/C(=C/c1cccnc1)NC(=O)c1ccccc1	-4	-2	0	5	-3	-2	0
Cc1ccc(-c2nc(-c3cccnc3)sc2CC(=O)Nc2ccc3nc(C)sc3c2)cc1	x	30	x	6	2	x	x
C[C@H](CO)N1C[C@H](C)[C@@H](CN(C)C(=O)c2ccncc2)OCCCC[C@H](C)Oc2ccc(NC(=O)NC3CCCCC3)cc2C1=O	-7	-3	x	4	-1	x	-9
Cc1ccc(NC(=O)C2CCN(C(=O)c3ccccc3C)CC2)cc1	14	4	-1	2	-2	-1	14
CC(C)(C)CC(=O)N1CCN(Cc2ccc3c(c2)OCO3)CC1	u	-10	1	6	-12	3	-4
Cc1cccc(C)c1NC(=O)C(C)N1CCCC1 (configuration not stated)	13	6	1	3	-35	1	-7
CCCC#Cc1cnc2c(c1)C(=O)N([C@H](C)CO)C[C@H](C)[C@H](CN(C)S(=O)(=O)c1cn(C)cn1)O2	1	11	2	3	-2	-2	-2
COC(=O)c1[nH]c2cc(OC)c(OC)cc2c1/C=N/Nc1ccccc1	5	6	1	18	-8	2	20
Cc1noc(C)c1NC(=O)N(C)C[C@@H]1Oc2ccc(NC(=O)CCC(F)(F)F)cc2C(=O)N([C@@H](C)CO)C[C@@H]1C	2	13	9	-10	3	0	x
COc1ccc2cc(C3=CCCC3(C)C(=O)O)ccc2c1 (configuration not stated)	1	-63	-4	-73	2	x	-10
Cc1cccc(NC(=O)CCC(=O)N/N=C/c2ccco2)c1C	x	-1	x	4	-7	x	x
CC(OC(=O)Cn1cnc2ccccc2c1=O)C(=O)NCc1ccccc1 (configuration not stated)	10	-6	0	-4	4	-1	-4
CC=Cc1ccc2n(c1=O)C[C@H]1[C@H](CO)[C@@H](C(=O)NCC3CC3)N(Cc3nccs3)[C@@H]21 (mixture of isomers)	2	8	1	x	5	1	3
COc1ccccc1NS(=O)(=O)c1ccc2oc(=S)[nH]c2c1	8	9	0	0	-15	6	-10
C[C@H](CO)N1C[C@H](C)[C@H](CN(C)Cc2ccncc2)Oc2ccc(NC(=O)Cn3cnnn3)cc2CC1=O	23*	7	1	10	-6	1	4
C[C@H]1CCCCO[C@H](CN(C)C)[C@@H](C)CN([C@@H](C)CO)C(=O)c2cc(NS(=O)(=O)c3ccc(Cl)cc3)ccc2O1	x	-14	x	-7	x	x	-3
CCOC(=O)c1nnn(CC(=O)N2N=C(c3cc(C)ccc3C)CC2c2ccc(OC)cc2)c1C(=O)OCC (configuration not stated)	x	9	x	14	-3	x	x
COc1ccc(/C=C2\N=C(c3ccccc3Cl)NC2=O)cc1	2	-19	1	4	x	-2	28
O=C(Nc1ccccc1)N[C@H](Cc1ccccc1)Cn1cc(CN2C(=O)COC[C@H]2c2ccccc2)nn1	21*	x	-4	2	1	1	-2
Cc1cc(C(=O)Nc2cccc3c2O[C@H](CN(C)C(=O)NC2CCCCC2)[C@H](C)CN([C@H](C)CO)C3=O)n(C)n1	19	14	-1	3	-21	1	0
C=CCC[C@H](Cc1ccc(F)cc1)C(=O)OC[C@@H](Cc1c[nH]c2ccccc12)NC(=O)[C@H](CC=C)CC(=O)N[C@H](CO)Cc1ccccc1	-5	1	1	75*	27	-1	11
COc1ccc(CNC(=O)COC(=O)CCCOc2ccc(Cl)cc2Cl)cc1	x	5	x	6	-1	x	x
COc1ccc(N(CC(=O)Nc2cccc(N(C)S(C)(=O)=O)c2)S(=O)(=O)c2ccccc2)cc1Cl	-7	28	-1	18	-3	-4	22
COc1ccc(C(=O)Nc2ccc3c(c2)C(=O)N(C)C[C@H](OC)[C@H](C)CN[C@@H](C)CO3)cc1	14	7	2	2	-9	0	2
O=C(c1cc(Cl)ccc1Cl)N1CCOCC1	0	-2	2	x	-9	0	-1
CNC[C@@H]1Oc2ccc(NC(=O)Cc3ccccc3)cc2C(=O)N([C@@H](C)CO)C[C@@H]1C	2	7	-4	-9	0	-4	-4
O=C(C[C@@H]1CC[C@H]2[C@@H](COC[C@@H](O)CN2S(=O)(=O)c2ccc(F)cc2)O1)NCCN1CCCCC1	6	26	-1	-12	-6	2	2
CN1C(=O)c2cc(NC(=O)c3ccccc3Cl)ccc2OC[C@H]2O[C@@H](CC(=O)O)CC[C@@H]21	-11	x	-1	-5	-4	-4	-2
CC(C(=O)Nc1cc([N+](=O)[O-])ccc1Cl)N1CCN(c2ccccc2O)CC1 (configuration not stated)	x	46	x	-7	-3	x	x
COC(=O)c1ccccc1S(=O)(=O)N1CCC(C(=O)OCC(=O)c2ccccc2OC)CC1	-3	13	2	-10	1	-3	2

Entries from the list above containing two or more sulfur atoms (four):
SMILES	DENV2 CPE	LGR2 antag	CASP6 VEID inh	PAX8 reporter	ARNT TACC3 PPI	SIRT5 inh	EWS-Fli block
Cc1cc(C)c(S(=O)(=O)NCc2csc(C)n2)c(C)c1	-4	7	-3	10	4	1	-3
Cc1ccc(-c2nc(-c3cccnc3)sc2CC(=O)Nc2ccc3nc(C)sc3c2)cc1	x	30	x	6	2	x	x
COc1ccccc1NS(=O)(=O)c1ccc2oc(=S)[nH]c2c1	8	9	0	0	-15	6	-10
COc1ccc(N(CC(=O)Nc2cccc(N(C)S(C)(=O)=O)c2)S(=O)(=O)c2ccccc2)cc1Cl	-7	28	-1	18	-3	-4	22

More compounds:
SMILES	DENV2 CPE	LGR2 antag	CASP6 VEID inh	PAX8 reporter	ARNT TACC3 PPI	SIRT5 inh	EWS-Fli block
CC(=O)N1CCCCN2[C@H](CO)[C@H](c3ccc(-c4ccc(C)cc4)cc3)[C@@H]2C1	0	2	0	10	3	0	x
CCCn1nnc(NC(=S)NC(=O)Cc2ccccc2)n1	-1	3	2	15	0	-3	18
CCn1c(C)nc2cc(C(=O)NNC(=O)CCC3CCCC3)ccc21	-3	x	2	2	-3	9	6
CCCCNC(=O)CNC(=S)N(CCCN1CCOCC1)Cc1cccs1	44*	-8	1	41	-5	-3	1
CCN(C(=O)COC(=O)CNC(=O)c1ccc(C)cc1)c1c(N)n(Cc2ccccc2)c(=O)[nH]c1=O	11	15	4	0	2	3	2
CC1C(C#N)=C(N)OC2=C1C(=O)CC(c1ccccc1)C2 (configuration not stated)	5	5	5	-4	-2	-2	-7
CCOC(=O)c1cc(-c2ccccc2)n(CC(=O)Nc2cccc(OC)c2)c1C	16	-2	-1	4	1	1	10
C[C@H](CO)N1C[C@H](C)[C@@H](CN(C)Cc2ccc(Oc3ccccc3)cc2)Oc2c(NC(=O)Nc3ccc(C(F)(F)F)cc3)cccc2C1=O	24*	-3	-1	x	-3	3	-9
FC(F)(F)c1nc(=S)c2ccccc2[nH]1	5	37	-1	-2	-8	x	-7
C=CCC[C@@H](Cc1ccc(F)cc1)C(=O)OCCNC(=O)[C@H](CC=C)CC(=O)NCCO	6	-7	0	-2	-5	-2	-4
COc1ccc(Cc2[nH]n3c(=O)c(Cl)c(C)nc3c2-c2ccccc2)cc1	x	-30	2	-20	-11	-1	4
CCOC(=O)C1(CCc2ccccc2)CCN(Cc2cnc(N(C)C)s2)CC1	-2	8	3	-9	6	-2	2
COc1cccc(Nc2c(Nc3cccc(OC)c3)c(=O)c2=O)c1	4	2	1	3	-5	0	2
COc1ccc(N=NC2C(=O)N(c3ccccc3)N=C2C)cc1 (configuration not stated)	-2	-17	0	-11	x	-3	-2
C[C@@H]1CN([C@H](C)CO)C(=O)Cc2cc(NS(C)(=O)=O)ccc2O[C@H]1CN(C)CC1CC1	19	26	-4	-9	-3	-1	-1
Cc1ccc(-c2csc3ncnc(NS(=O)(=O)c4ccc(Cl)cc4)c23)cc1	11	2	-1	4	-1	1	8
O=C(Nc1ccccc1)Nc1nnc(-c2cccs2)s1	x	-63	x	-78	-2	x	x
Cc1ccc(S(=O)(=O)N(C)C[C@@H]2OCCCC[C@@H](C)Oc3ccc(NS(=O)(=O)c4c(C)noc4C)cc3C(=O)N([C@H](C)CO)C[C@H]2C)cc1	62*	-1	0	6	3	7	9
O=C1NC(CCc2ccccc2)C(=O)N1CCOc1ccccc1 (configuration not stated)	x	-15	1	-19	-6	-3	-3
C[C@@H]1CN([C@H](C)CO)C(=O)c2cc(NC(=O)Nc3ccccc3)ccc2O[C@@H]1CN(C)C(=O)NC1CCCCC1	-5	6	2	3	15	-2	-9
COc1ccccc1OCCN1CSC(=S)N(C)C1	x	-2	x	5	-3	x	x
C[C@@H]1CN([C@H](C)CO)C(=O)c2cc(NC(=O)Nc3ccc(F)cc3)ccc2O[C@@H]1CN(C)C(=O)Nc1ccccc1	-1	27	0	x	-5	4	-13
COc1cccc(C(=O)Nc2ccc3c(c2)C(=O)N(C)C[C@@H](OC)[C@H](C)CN[C@H](C)CO3)c1	-2	8	4	x	-19	-9	-3
C[C@@H]1CCCCO[C@H](CN(C)Cc2ccccc2)[C@@H](C)CN([C@H](C)CO)C(=O)c2cc(NS(C)(=O)=O)ccc2O1	3	3	-1	4	-5	0	-3
CC(=O)c1ccc(-c2ccc([C@H]3[C@H]4C=CC[C@@H](C)[C@@H]4C(=O)N3Cc3ccccc3)c(F)c2)cc1	-3	19	-1	2	-12	-10	27
C[C@@H]1CN([C@H](C)CO)C(=O)c2cc(-c3ccccc3F)cnc2O[C@@H]1CN(C)C(=O)C1CCOCC1	-5	-3	-1	-36	-9	1	-7
C[C@@H]1CCCCO[C@@H](CN(C)C(=O)c2ccccc2)[C@@H](C)CN([C@@H](C)CO)C(=O)c2cc(N(C)C)ccc2O1	2	7	2	-19	x	2	-4
CSc1nc(Cl)cc(N2CCOCC2)n1	8	7	-1	-25	4	-3	-5
COCC(=O)N1CC2(C1)CN(C(=O)COC)[C@@H](CO)c1c2c2ccc(OC)cc2n1C	9	4	2	x	x	-3	-13
CCCNC(=O)N(C)C[C@@H]1Oc2ncc(-c3ccncc3)cc2C(=O)N([C@H](C)CO)C[C@@H]1C	u	-15&-5	-4&-2&-4	-13	-3&-6	0&-1	-4&0&-3
Cc1cc2ncc(-c3cccs3)nc2cc1C	3	71*	-5	-23	-11	-1	29
CCOC(=O)c1cc(CC)sc1NC(=O)C1CC1	x	-6	2	x	0	0	3
